IMPase inh = membrane-permeable compound that blocks inositol monophosphatase; AID 901; 120,000 tested, under 10 active; inhibition (IP1 accumulation), % at 46.1 µM; P97697; CHO-M1 cells, IP1 accumulation, HTRF TR-FRET ratio; active = well fitted curve in the direction sought with a large enough effect in the signal ratio, not every such curve was filed as active; inconclusive = small, poorly fitted or top-dose-only effect, or a change in a side signal; inactive = no such curve, though single readings can be large or run the other way; the % refers to the signal ratio;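 also: cells stimulated with carbachol in lithium chloride buffer; plate controls were DMSO basal wells for no effect and reference inhibitor wells for full effect; higher means more IMPase inhibition seen as more IP1 and lower FRET ratio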
Target sequence (P97697 whole entry, looked up): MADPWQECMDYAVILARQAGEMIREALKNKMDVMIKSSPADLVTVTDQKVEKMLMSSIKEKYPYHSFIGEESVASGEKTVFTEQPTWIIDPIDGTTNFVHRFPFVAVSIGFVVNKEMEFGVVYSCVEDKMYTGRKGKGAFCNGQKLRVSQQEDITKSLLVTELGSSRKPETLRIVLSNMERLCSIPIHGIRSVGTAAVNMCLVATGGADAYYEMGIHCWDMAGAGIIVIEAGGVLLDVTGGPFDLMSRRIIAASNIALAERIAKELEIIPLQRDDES
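CHO-M1 cells (CHO stably expressing M1 receptor), compound up to 46 uM final, stimulated with carbachol (50 uM as added) in buffer with 50mM LiCl, pH 7.4, 30 min at 37C. Cytosolic IP1 read by TR-FRET; AC50 from Hill fits.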
ALOX15B inhib = inhibitors of human 15-lipoxygenase 2 (ALOX15B); purified 15hLO-2, xylenol orange hydroperoxide absorbance; Potency, µM (series often up to 57.1 µM), for inactives: top-dose activity change, negative = inhibition, actives largely listed as inhibitors; 0.56% of 110,000 active; also: potency is read from the fitted curve at half-maximal effect; nearly all actives have a fitted effect of over 60% in size; many of its hits are not listed in these tables
Target sequence (O15296 whole entry, looked up): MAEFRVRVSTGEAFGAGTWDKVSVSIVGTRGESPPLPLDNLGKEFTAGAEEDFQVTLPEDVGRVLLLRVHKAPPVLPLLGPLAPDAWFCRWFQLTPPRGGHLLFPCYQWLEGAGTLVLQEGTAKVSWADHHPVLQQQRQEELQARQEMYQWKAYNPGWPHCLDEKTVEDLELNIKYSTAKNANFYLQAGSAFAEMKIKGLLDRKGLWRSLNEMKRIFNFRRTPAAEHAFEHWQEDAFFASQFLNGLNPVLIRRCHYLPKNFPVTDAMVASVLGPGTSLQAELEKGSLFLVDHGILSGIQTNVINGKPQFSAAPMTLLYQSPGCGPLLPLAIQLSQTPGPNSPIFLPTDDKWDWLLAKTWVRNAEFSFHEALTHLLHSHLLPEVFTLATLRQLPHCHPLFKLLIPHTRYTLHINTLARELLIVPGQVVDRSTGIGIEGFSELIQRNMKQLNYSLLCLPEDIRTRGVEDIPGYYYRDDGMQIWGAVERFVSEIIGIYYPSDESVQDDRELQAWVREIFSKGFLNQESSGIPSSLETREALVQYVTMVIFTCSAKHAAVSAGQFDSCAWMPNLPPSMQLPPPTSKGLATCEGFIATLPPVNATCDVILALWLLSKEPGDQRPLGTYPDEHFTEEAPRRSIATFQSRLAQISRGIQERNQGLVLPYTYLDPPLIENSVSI
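Screening format was qHTS against 50 nM purified 15hLO-2 in Hepes pH 7.5 with detergent. Activity follows hydroperoxide formation from 45 uM arachidonic acid, measured as 573:405 nm absorbance ratio of the ferric-xylenol orange complex.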
PNC inhibitor = blocks assembly of the perinucleolar compartment; PC3M PTB-GFP, PNC prevalence imaging, 16 h; active compounds read low; activity change (PNC), negative = inhibition, % at 10 µM; 3.1% of 140,000 active; AID 2417;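 active = readout at or below -70, meaning at least 70% loss of cells showing the perinucleolar compartment, a nuclear body marking cancer cells; inconclusive = readout between -30 and a set limit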;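 also: plate controls were DMSO wells for no effect and camptothecin positive control wells for full effect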
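Compounds are pinned in duplicate onto adhered PC3M cells stably expressing GFP-tagged PTB and incubated 16 h at 37 C. Cells are then fixed, nuclei stained with Hoechst, and PNC-positive cells counted.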
12-hLO inh = blocks human 12-lipoxygenase activity; P18054; purified 12-hLO, xylenol orange hydroperoxide absorbance; Potency, µM (highest dose often 57.1 µM), without a hit: at the top dose activity change, negative = inhibition, usual class: inhibitors; 0.12% of 150,000 active; also: potency is read from the fitted curve at half-maximal effect; nearly all actives have a fitted effect of over 55% in size; many of its hits are not listed in these tables
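Xylenol orange chromogenic assay: hydroperoxide from 12hLO oxidises Fe(II), giving red-shifted Fe(III)-XO absorbance. Conditions: 150 nM enzyme, 40 uM arachidonic acid, 25 mM Hepes pH 7.0, 0.01% Triton X-100, 30 min, room temperature.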
* marks the source's active call; other numbers are inactive results; ? = inconclusive; . = no result given; [ ] = another dose, or the depositor's remark. Unless noted, calls follow the shape of the dose curve; as a rule, active = well fitted curve in the direction sought with a large enough effect; inconclusive = small, poorly fitted or top-dose-only effect, or another doubt; inactive = no such curve, though single readings can be large; an effect the other way counts as inactive or inconclusive. Unless noted, % is scaled to controls: 0 for no effect and ±100 for the full control effect. A portion of the library; the hit share may differ from the screen's.

No. | mol | IMPase inh | PNC inhibitor | ALOX15B inhib | 12-hLO inh
1 | Cc1cccc(NC(NC(=O)Cc2ccccc2)C(Cl)(Cl)Cl)c1 (stereo not given) | 14 | ? | . | 0%
2 | Cc1ccc(/C=N/Nc2nc3ccccc3[nH]2)s1 | 15 | 34 | . | -3%
3 | CCC(=O)Nc1ccc(Cl)c(NC(=O)c2ccc([N+](=O)[O-])cc2)c1 | . | ? | . | -2%
4 | COc1ccc(/C=N/NC(=O)Nc2nonc2N)cc1 | 15 | ? | . | -1%
5 | CC(=O)Nn1cnc2c(c1=O)C1(CCCC1)Cc1ccccc1-2 | -6 | 3 | 0% | -5%
6 | O=c1nc2sc3ccccc3n2c(=O)n1-c1cccc(Cl)c1 | -8 | 42 | -8% | 5%
7 | CCOC(=O)c1c(N)sc2c1CCSC2 | -7 | 7 | -29% | -7%
8 | COc1ccc(NC(=S)NC(NC(=O)c2ccc(Cl)cc2Cl)C(Cl)(Cl)Cl)c([N+](=O)[O-])c1 (stereo not given) | 0 | -18 | -21% | -19%
9 | CCC(CC)C(=O)Nc1cccc(S(=O)(=O)c2cccc(NC(=O)C(CC)CC)c2)c1 | -10 | -23 | 8% | 4%
10 | CN1CCN(C(=O)CN2C(=O)CC(C)(C)S(=O)(=O)c3ccccc32)CC1 | -2 | 4 | -1% | 10%
11 | CC(=O)Nc1ccc(C(=O)n2cnc3cc(C)c(C)cc32)cc1 | -1 | 28 | 16% | -4%
12 | O=C(Nc1nnc(-c2ccccc2Cl)s1)C1CCN(S(=O)(=O)c2ccc(Cl)cc2)CC1 | -6 | 6 | . | 1%
13 | CC1(c2ccccc2)CC(C)(C)N(C(=O)c2cc([N+](=O)[O-])cc([N+](=O)[O-])c2)c2ccccc21 (stereo not given) | . | ? | . | -4%
14 | COc1ccc(NC(=O)c2ccc(=O)oc2)cc1 | 3 | 11 | -10% | -4%
15 | CCOC(=O)NC(c1cccc(Cl)c1)C1CCCCCC1=O (stereo not given) | 6 | -24 | -1% | 1%
16 | Cn1c(=O)c(=O)n(C)c2cc(S(=O)(=O)N3CCN(Cc4ccccc4)CC3)ccc21 | 5 | 28 | -12% | -7%
17 | CCN(CC)CCCC(C)Nc1c2ccc(Cl)cc2nc2ccc(OC)cc12 (stereo not given) | . | . | -3% | 0%
18 | O=C(Nc1ccccc1)C(c1ccccc1)C1CCCC1 (stereo not given) | . | 42 | . | -1%
19 | CC1(C)NC(=O)NC2(C)NC(=O)NC(C)(C)C12 (stereo not given) | 13 | 17 | -7% | -2%
20 | Cc1ccc2oc(-c3cccc(NC(=O)C4CCCO4)c3)nc2c1 (stereo not given) | 3 | ? | 4% | -3%
21 | C/C(=C(\C#N)C(=O)NC1CCCCC1)N(C)C | -5 | 78 | 8% | 5%
22 | Cc1nc(SCc2ccc(Br)cc2)[nH]c(=O)c1C | 14 | -19 | -4% | -7%
23 | CCCN(CCC)C(=O)c1c(C)[nH]c(C(=O)OCC)c1C | 1 | 30 | . | 1%
24 | Cc1ccsc1/C=N/NS(=O)(=O)c1ccc([N+](=O)[O-])cc1 | . | -2 | . | -1%
25 | NC(=O)c1cc([N+](=O)[O-])ccc1N1CCCCC1 | . | 18 | . | 0%
26 | COC(=O)c1sc2ccccc2c1NC(=O)c1ccc(S(=O)(=O)N2CCCCC2)cc1 | 4 | 7 | . | -2%
27 | Clc1nnc2ccc(-c3ccccc3)nn12 | 13 | -7 | 6% | 4%
28 | O=C(OCCN1C(=O)c2cccc3c(N4CCOCC4)ccc(c23)C1=O)c1ccc(Cl)cc1 | -11 | 3 | . | -2%
29 | CCCOc1ccc(/C=N/NC(=O)c2ccc(Cn3cc([N+](=O)[O-])cn3)o2)cc1 | 5 | 19 | -10% | 0%
30 | CCCCC(=O)NC(c1cccc([N+](=O)[O-])c1)c1c(OC(C)=O)ccc2ccccc12 (stereo not given) | -1 | -12 | . | -10%
31 | N#Cc1nc(COc2ccc(Br)cc2)oc1N1CCN(Cc2ccccc2)CC1 | 0 | 24 | 15% | -7%
32 | CCCCCOc1ccc(CSC2=NCCN2)cc1[N+](=O)[O-] | . | -85* | . | -1%
33 | CCc1nc(SCc2ccccn2)c2c(=O)n(C)c(=O)n(C)c2n1 | -6 | 23 | . | -2%
34 | O=C(CC1NC(=O)NC1=O)Nc1cccc2ccccc12 (stereo not given) | 3 | 16 | 0% | 2%
35 | Cc1ccc2[nH]c(=O)c(CN(CCO)C(=O)NCc3ccccc3)cc2c1 | -1 | 24 | 1% | -1%
36 | N/C(=N\OC(=O)Cc1cccs1)c1cccc([N+](=O)[O-])c1 | . | 17 | . | 1%
37 | CC(=O)Nc1ccc(-c2cc(-c3ccc(NC(C)=O)cc3)nc(-c3ccc(NC(C)=O)cc3)n2)cc1 | . | 11 | . | -2%
38 | CN1CCN(S(=O)(=O)c2cc([N+](=O)[O-])ccc2N2CCCCCC2)CC1 | 3 | 17 | 0% | -10%
39 | COC(=O)c1[nH]c2cccc(OC)c2c1NC(=O)CN1CC(C)OC(C)C1 (stereo not given) | -4 | 1 | 6% | 2%
40 | COC(=O)c1ccc(Cl)c(-c2ccc(/C=N/NC(=O)Nc3ccccc3)o2)c1 | -4 | ? | 0% | 0%
41 | N=C(N)SCC(=O)O | . | . | 10%[11.4 µM] | -4%[11.4 µM]
42 | CCS(=O)(=O)c1ccc2c(c1)N(S(C)(=O)=O)CC(C(=O)NC1CC1)O2 (stereo not given) | 0 | -21 | 1% | 1%
43 | O=[N+]([O-])c1cc(S(=O)(=O)C(F)(F)F)ccc1N1CCN(c2ccccc2)CC1 | . | ? | . | -2%
44 | O=C(O)CC(NC(=O)C(c1ccccc1)c1ccccc1)c1ccco1 (stereo not given) | -14 | ? | 4% | -6%
45 | COc1ccc(N2CCN(C(=O)C3CCN(S(=O)(=O)N4CCOCC4)CC3)CC2)cc1 | -3 | 102 | . | 4%
46 | CCCCCn1c(=O)c(-c2nc3ccccc3c(=O)[nH]2)c(O)c2ccccc21 | -1 | 1 | 4% | 2%
47 | COc1cccc(OC)c1OCCOc1ccc(C(=O)c2ccccc2)cc1 | . | 7 | . | -2%
48 | CC(C)NC(=O)c1ccc2c(c1)S(=O)(=O)c1ccccc1C2=O | 4 | 31 | -3% | -1%
49 | CCc1cccc(NC(=O)CN(C)S(=O)(=O)c2cnc[nH]2)c1 | 7 | ? | 3% | 1%
50 | Oc1c(C(c2cccs2)N2CCC3(CC2)OCCO3)sc2ncnn12 (stereo not given) | -1 | 24 | -1% | 1%
51 | CCn1c(CC(=O)Nc2ccc(Cl)c(Cl)c2)nnc1SCc1ccc(C)cc1 | 2 | -15 | . | -3%
52 | O=C(NCc1ccccc1)C(c1ccc(F)cc1)N(Cc1ccc2c(c1)OCO2)C(=O)Cn1nnc(-c2cccs2)n1 (stereo not given) | 11 | -5 | . | 1%
53 | Cc1nn(CCC#N)c2nc(C(F)(F)F)[nH]c(=O)c12 | 0 | 7 | 4% | -4%
54 | Cc1cc(N2CCCCC2)nc2ccc(NC(=O)c3ccc(Br)o3)cc12 | 2 | 28 | 24% | 0%
55 | CC(C)NCC(=O)NC12CC3CC(CC(C3)C1)C2 | -5 | 26 | 19% | 5%
56 | Cc1nn(-c2ccccc2)c(N)c1N=Nc1ccc2ccccc2c1 | . | -15 | . | -11%
57 | CCOC(=O)C1CCN(S(=O)(=O)c2cccc(-c3csc(C)n3)c2)CC1 | -5 | ? | -1%[2.29 µM] | 4%
58 | COc1cccc(CN2C(=O)C3CCCN3c3ccc(S(=O)(=O)N4CCOCC4)cc32)c1 (stereo not given) | 5 | 62 | -7% | -17%
59 | C=CCC(CC=C)(NC(=O)c1ccccc1C(=O)O)c1ccccc1 | . | 48 | . | 1%
60 | Cc1nnc(-c2ccc(Oc3ccc(Br)cc3)c([N+](=O)[O-])c2)o1 | . | 21 | . | 1%

(more compounds)
No. | mol | IMPase inh | PNC inhibitor | ALOX15B inhib | 12-hLO inh
61 | Cc1[nH]c(=O)c(C#N)cc1-c1ccccc1 | 6[1.84 µM] | ? | -8%[11.4 µM] | 4%
62 | Cc1n[nH]c(=O)[nH]c1=O | -1[20.6 µM] | . | 2%[25.6 µM] | 2%[25.6 µM]
63 | Cc1ccc(-c2nn3c(C)nnc3s2)cc1NC(=O)COc1ccc(Cl)cc1 | 1 | 31 | -3% | 0%
64 | CCOC(=O)C1CCN(C(=O)Cc2c(F)cccc2Cl)CC1 | 19 | -6 | 9% | -1%
65 | COC(=O)CCCC(=O)Nc1ccc(Br)cc1 | . | -3 | . | -4%
66 | CC(C)=C1SC(N2CCN(c3ccc(C)cc3)CC2)=NC1=O | 0 | 31 | . | -1%
67 | O=C(Nc1cc(S(=O)(=O)N2CCCCC2)ccc1O)c1ccccc1NS(=O)(=O)c1ccc(F)c(F)c1 | 0 | ? | . | -6%
68 | Clc1cccc(NCc2nnc(SCc3ccccc3Cl)o2)c1 | -5 | 30 | -2% | -10%
69 | O=C(N/N=C/c1cn(-c2ccccc2)nc1-c1cc2ccccc2o1)c1ccncc1 | . | 76 | . | -2%
70 | O=C(CSc1nc2ccsc2c(=O)n1Cc1ccc(C(=O)O)cc1)NCc1ccco1 | . | -113* | . | -2%
71 | CC(=O)NC(Cc1ccccc1)C(=O)N1CCN(C(=O)c2cccs2)CC1 (stereo not given) | 1 | 0 | -2% | 1%
72 | C=CCCCCCCCCCCCC(O)CC(O)COC(C)=O (stereo not given) | . | . | 12% | -6%
73 | O=C(Nc1cccc(F)c1)c1ccc(-c2ccccc2C(F)(F)F)o1 | . | -10 | . | 2%
74 | O=C(Nc1ccc2nc(-c3ccc4nc[nH]c4c3)[nH]c2c1)c1cccs1 | 1 | -8 | 31%[activator] | 2%
75 | O=C(NCc1nc2ccccc2[nH]1)c1cccc(S(=O)(=O)N2CCCC2)c1 | 5 | 5 | 8% | 3%
76 | CCOc1ccc2[nH]c(=O)c(CN(CC3COCCO3)C(=O)C3CC3)cc2c1 (stereo not given) | 10 | 86 | . | 10%
77 | CCC1(CC)Cc2ccccc2C(Nc2c(C)n(C)n(-c3ccccc3)c2=O)=N1 | 10 | 4 | -2% | -2%
78 | Cn1c(=O)c(Oc2cc(Cl)cc(Cl)c2)nc2ccccc21 | 10[1.84 µM] | 2 | 4%[11.4 µM] | 2%
79 | CC(C)(C)c1ccc(O)c(/C=N\O)c1 | -6 | 19 | -6% | -13%
80 | c1ccc(CCN2CN(CCCN3CCOCC3)c3nc4ccccc4n3C2)cc1 | 9 | 16 | 46%[activator] | 0%
81 | CCOc1cccc(N2C(=O)CC(N3CCN(c4ccc(S(=O)(=O)CC)cc4)CC3)C2=O)c1 (stereo not given) | 0 | 16 | -7% | -1%
82 | CCn1c2ccccc2c2cc(/C(C)=N/O)ccc21 | -4 | 12 | 1% | -7%
83 | COc1ccc(C(c2nnnn2Cc2ccccc2)N2CCN(c3nc4ccccc4s3)CC2)cc1 (stereo not given) | -5 | 9 | 1% | -12%
84 | OC(COCc1ccc2c(c1)OCO2)CN1CCN(Cc2ccccc2)CC1 (stereo not given) | 5 | ? | 19% | -5%
85 | Cc1ccccc1N=Cc1cccc(O)c1O | . | ? | . | -27%
86 | O=C(Nc1ccccc1C(=O)NCc1ccco1)c1ccccc1 | 15 | ? | 5% | 0%
87 | CCOc1cc(C(c2c(C)[nH][nH]c2=O)c2c(C)[nH][nH]c2=O)ccc1OS(=O)(=O)c1ccc(C)cc1 | -1 | -25 | 47%[activator] | -3%
88 | COc1ccc(/C=N/NC(=O)CCN2CCN(c3ccccc3)CC2)c(OC)c1OC | -1 | -25 | . | 0%
89 | Cc1ccc(NS(=O)(=O)c2cc(C(=O)N3CCc4ccccc4C3)ccc2Cl)cc1 | 4 | -6 | -8% | -2%
90 | CCc1ccc(NC(=O)COC(=O)CCc2nc3cc(S(=O)(=O)N(CC)CC)ccc3n2C)cc1 | 3 | 16 | . | -4%
91 | COc1ccc(N2CCN(C(=O)c3cc(N4C(=O)C5C6CCC(C6)C5C4=O)ccc3Cl)CC2)cc1 (stereo not given) | 2 | 3 | . | -6%

Screens from PubChem BioAssay.
